LYPLA2 inh – counter-screen for PME1 inhibitors: inhibitors of human LYPLA2; O95372; recombinant LYPLA2, FP-Rh probe fluorescence polarization; inhibition, % at 5.9 µM; hit rate 0.38% among 320,000; AID 2177;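 active means inhibition above the screen-wide mean plus 3 SD, limit set per campaign, cut at about 26% in these data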;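 further: 0% = LYPLA2 with DMSO and 100% = wells lacking LYPLA2 enzyme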
LYPLA1 counter – LYPLA1 (human) inhibition in PME1 counter-screen; O75608; recombinant LYPLA1, FP-Rh probe fluorescence polarization; inhibition, % at 5.9 µM; hit rate 0.16% among 320,000; AID 2174;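 active means inhibition above the mean of all tested compounds plus 3 SD, set per campaign, cut at about 14% in these data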;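 further: inhibitors block serine hydrolase probe labeling of LYPLA1 so polarization falls; 0% = enzyme with DMSO and 100% = wells lacking LYPLA1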
Target sequence (O75608 whole entry, looked up): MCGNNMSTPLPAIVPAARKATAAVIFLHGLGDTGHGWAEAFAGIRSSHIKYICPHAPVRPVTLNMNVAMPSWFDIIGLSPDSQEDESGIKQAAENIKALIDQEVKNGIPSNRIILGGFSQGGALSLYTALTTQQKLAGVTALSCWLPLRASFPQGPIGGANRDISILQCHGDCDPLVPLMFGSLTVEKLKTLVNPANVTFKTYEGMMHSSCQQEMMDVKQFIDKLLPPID
PAFAH1B2 FP inh – PAFAH1B2 (human) inhibition; P68402; recombinant PAFAH1B2, FP-rhodamine activity probe, fluorescence polarization; inhibition, % at 3.39 µM; hit rate 1.2% among 340,000; AID 492953;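 active means inhibition above the mean of all tested compounds plus 3 SD, cut at about 24% in these data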;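 further: 0% = enzyme with DMSO and 100% = wells lacking PAFAH1B2; many of its hits are not listed in these tables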
Target sequence (P68402 whole entry, looked up): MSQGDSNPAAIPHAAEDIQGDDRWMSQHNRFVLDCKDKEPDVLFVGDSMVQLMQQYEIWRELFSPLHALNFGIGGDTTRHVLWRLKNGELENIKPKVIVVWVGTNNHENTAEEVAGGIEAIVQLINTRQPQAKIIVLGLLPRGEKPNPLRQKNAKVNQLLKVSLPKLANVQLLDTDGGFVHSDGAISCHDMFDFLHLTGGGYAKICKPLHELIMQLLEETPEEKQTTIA
PAD4 FP inh – PAD4 (human) enzyme inhibition; AID 485272; inhibition, % at 6.36 µM; recombinant PAD4, RCA probe fluorescence polarization; hit rate 0.41% among 330,000; Q9UM07;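 active means percent inhibition above a cutoff equal to the mean of all tested compounds plus 3 SD, cut at about 15% in these data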;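 further: 0% = PAD4 with RCA probe and DMSO and 100% = probe without PAD4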
PREPL inh – inhibitors of human prolyl oligopeptidase-like enzyme PREPL; AID 2751; inhibition, % at 5.96 µM; hit rate 0.68% among 320,000; Q4J6C6; recombinant PREPL, fluorescence polarization activity-based probe; in the data active means inhibition above about 43%;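 further: 0% = enzyme with DMSO and 100% = wells lacking enzyme; many of its hits are not listed in these tables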
PAFAH2 FP inh – inhibitors of human PAFAH2; recombinant PAFAH2, FP-rhodamine activity probe, fluorescence polarization; inhibition, % at 3.39 µM; hit rate 0.99% among 340,000; Q99487; AID 492956;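 active means inhibition above the mean over all tested compounds plus 3 SD, cut at about 30% in these data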;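 further: inhibitors block probe labeling of enzyme so polarization drops; 0% = enzyme with DMSO and 100% = wells lacking PAFAH2 protein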
GSTO1 counter – counter-screen for RBBP9 inhibitors: inhibitors of human GSTO1 | recombinant GSTO1, activity-based probe fluorescence polarization | AID 1974 | inhibition, % at 5.96 µM | hit rate 1.1% among 300,000;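 active means inhibition above the campaign mean inhibition plus 3 SD, cut at about 35% in these data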;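 further: 0% = GSTO1-1 with DMSO and 100% = wells lacking GSTO1-1 enzyme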
Target sequence (P78417 whole entry, looked up): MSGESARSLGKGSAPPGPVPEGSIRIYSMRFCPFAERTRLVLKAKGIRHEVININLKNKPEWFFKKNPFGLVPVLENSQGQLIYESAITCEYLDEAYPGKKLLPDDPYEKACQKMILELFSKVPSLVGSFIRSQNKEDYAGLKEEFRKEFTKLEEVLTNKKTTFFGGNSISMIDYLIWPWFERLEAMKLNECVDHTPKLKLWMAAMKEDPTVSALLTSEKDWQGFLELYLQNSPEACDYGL
PAFAH1B3 inh – blocks human PAF acetylhydrolase 1B catalytic subunit 3; AID 492972; Q15102; inhibition, % at 3.39 µM; hit rate 0.28% among 340,000; recombinant PAFAH1B3, FP-rhodamine probe, fluorescence polarization;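 active means inhibition above the screen-wide average of all tested compounds plus 3 SD, cut at about 25% in these data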;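 further: 0% = enzyme with DMSO only and 100% = wells lacking PAFAH1B3 protein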
Target sequence (Q15102 whole entry, looked up): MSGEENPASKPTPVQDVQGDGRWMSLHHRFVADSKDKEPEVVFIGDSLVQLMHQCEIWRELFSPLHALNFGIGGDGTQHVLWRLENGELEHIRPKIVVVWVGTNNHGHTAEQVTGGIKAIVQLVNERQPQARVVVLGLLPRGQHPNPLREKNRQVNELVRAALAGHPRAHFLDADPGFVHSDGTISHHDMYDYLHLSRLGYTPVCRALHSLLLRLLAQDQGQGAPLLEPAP
pPAFAH FP inh – pPAFAH (human) enzyme inhibition; Q13093; recombinant pPAFAH, FP-rhodamine probe fluorescence polarization; inhibition, % at 3.39 µM; hit rate 1.5% among 330,000; AID 463082;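 active means inhibition above the mean inhibition across the screen plus 3 SD, cut at about 25% in these data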;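 further: inhibitors block binding of the rhodamine activity-based probe so polarization drops; 0% = enzyme with DMSO and 100% = wells lacking pPAFAH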
Starred values were filed as active, the others as inactive; x = no result given.

SMILES	LYPLA2 inh	LYPLA1 counter	PAFAH1B2 FP inh	PAD4 FP inh	PREPL inh	PAFAH2 FP inh	GSTO1 counter	PAFAH1B3 inh	pPAFAH FP inh
CCO[C@H]1OC(C(=O)N2CCN(Cc3ccccc3)CC2)=C[C@@H](C)[C@@H]1CCCO	2	5	-6	1	10	-2	6	8	2
CC1(C)CC2(C)OCCN2C(=S)N1 (centres undefined)	1	0	2	1	2	-15	-1	1	3
Cc1cc(C(=O)N/N=C2/CC(C)CC(C)(C)C2)c(C)o1 (centres undefined)	2	0	6	-1	1	1	-1	2	7
COc1ccc(OC)c(-n2c(SCC(=O)Nc3cc(C)on3)nnc2-c2c[nH]c3ccccc23)c1	-4	0	5	1	-2	2	-3	0	2
N#C/C(=C/c1ccc(-c2ccc(C(=O)O)c(Cl)c2)o1)C(=O)NCC1CCCO1 (centres undefined)	4	-2	-1	-1	-4	4	1	0	5
O=C(Cc1ccccc1Cl)Nc1cc(S(=O)(=O)N2CCOCC2)ccc1N1CCOCC1	-6	-1	4	2	12	4	x	9	2
CCCOc1ccc(C(F)(F)F)cc1NC(=O)CN1C(=O)C(=O)N(CC)C1=O	-11	-6	-2	-1	3	-4	x	2	3
CCc1cccc(CC)c1NC(=O)CO/N=C(\N)CC(=O)NC1CCCCC1	-6	-4	11	-1	10	2	7	6	6
Fc1ccccc1NC(=S)Nc1ccc(CN2CCOCC2)cc1	-4	-3	5	-5	-3	0	-1	2	5
O=C(Cn1cc(C(F)(F)F)ccc1=O)NCCc1ccc(Cl)cc1Cl	-3	1	-1	2	4	4	-6	-4	-6
COc1ccc(OC)c(-n2c(-c3ccn[nH]3)n[nH]c2=S)c1	-2	-2	1	1	4	-3	-4	4	-5
Cc1cccn2c(=O)c(C=O)c(N3CCC4(CC3)OCCO4)nc12	3	-1	x	1	1	x	2	x	7
CC(=O)N1CCc2cc(S(=O)(=O)CCC(=O)N(C)c3cc(C)ccc3C)ccc21	-7	-4	-1	2	6	-5	8	9	-6
Cc1noc2ncnc(N3CCCC3)c12	6	3	5	-6	-6	4	-5	6	-6
COc1cccc(CN2CCN(c3cccc(C(F)(F)F)c3)CC2)c1OC	-7	1	-1	-3	23	6	-2	-12	1
O=C(COC(=O)CCc1ccccc1)NCc1ccccc1	-1	2	7	-4	-3	6	x	5	9
COc1cccc(CNC(=O)c2ccccc2NC(=O)C2=C(C)OCCS2)c1OC	-2	-3	4	-5	11	4	3	3	-5
COc1cc(/C=C2/C(=O)ON=C2C)ccc1OCc1cccc(F)c1	1	-2	1	-2	12	18	-9	3	2
CCN(C(=O)c1cccnc1)c1ccccc1	0	-2	1	0	2	-2	0	9	2
Cc1ccccc1S(=O)Cc1ccc(C(=O)N2CCN(C(=O)c3ccco3)CC2)o1 (centres undefined)	9	0	1	0	-1	1	7	2	5
COc1ccc(OC)c(CNn2c(-c3cccc(C)c3)nc3ccccc3c2=O)c1	2	-1	-1	-5	6	4	-6	-2	2
Cc1cccc(N2CCN(C(c3ccncc3)c3nnnn3C(C)(C)C)CC2)c1C (centres undefined)	3	2	3	-4	4	3	4	-3	5
COc1ccc(CNC(=O)C(C)NS(=O)(=O)c2ccc(C)cc2)cc1 (centres undefined)	1	1	6	-2	0	10	8	4	3
COc1ccc(CCNC(=O)COc2ccc(C)nc2[N+](=O)[O-])cc1	-5	1	1	-6	5	5	-3	0	6
N[C@@H](CO)c1nnc([C@H](CC(=O)O)NC(=O)C2CCNCC2)o1	-4	-1	-4	0	9	0	-3	3	0
O=C(CCC1CCCN(Cc2ccc3c(c2)OCCO3)C1)NCc1ccccc1F (centres undefined)	-2	-2	8	0	3	4	1	3	-1
COc1ccc(CNC(=O)c2ccc(SC)cc2OC)cc1	2	5	2	0	3	-3	1	6	2
Cc1cccc(NC(=S)Nc2ccc(N3CCOCC3)cc2)c1C	-8	1	5	23*	11	16	6	15	14
COc1cc(OC)cc(C(=O)Nc2ccccc2-c2nnn(CC(=O)Nc3cc(C)on3)n2)c1	-45	-21	-14	-4	9	-28	-14	-31	-5
Cc1sc2nc3c(C(=O)N4CCCC4)cc(C(=O)c4ccccc4O)cn3c(=O)c2c1C	-1	-3	-9	2	2	-1	-3	-2	1
COc1ccc(OC)c(/C=C/C(=O)N2CCCc3ccccc32)c1	3	1	-1	2	16	2	11	4	17
O=C(NNC1OC(CO)C(O)C(O)C1O)c1cccnc1 (centres undefined)	0	-2	3	-8	3	-2	10	4	3
Cc1cccc(/C=C2\Oc3cc(OS(C)(=O)=O)ccc3C2=O)c1	-5	-2	7	-4	7	2	21	-1	3
Cc1ccccc1CC(=O)N1CC(C)OC(C)C1 (centres undefined)	-1	0	8	-1	5	1	-2	9	6
CCn1cc(C(=O)NCc2ccc3c(c2)OCO3)c2cc(OC)c(OC)cc2c1=O	7	5	5	3	13	2	2	1	-1
COc1ccc(C(=O)/C=C/c2ccc(C)cc2)c(OC(=O)c2ccc([N+](=O)[O-])cc2)c1	7	1	3	1	-6	1	-7	3	7

Rewritten with bars between the fields: part of the list above
molecule | LYPLA2 inh | LYPLA1 counter | PAFAH1B2 FP inh | PAD4 FP inh | PREPL inh | PAFAH2 FP inh | GSTO1 counter | PAFAH1B3 inh | pPAFAH FP inh
Cc1sc2nc3c(C(=O)N4CCCC4)cc(C(=O)c4ccccc4O)cn3c(=O)c2c1C | -1 | -3 | -9 | 2 | 2 | -1 | -3 | -2 | 1
COc1ccc(OC)c(/C=C/C(=O)N2CCCc3ccccc32)c1 | 3 | 1 | -1 | 2 | 16 | 2 | 11 | 4 | 17
O=C(NNC1OC(CO)C(O)C(O)C1O)c1cccnc1 (centres undefined) | 0 | -2 | 3 | -8 | 3 | -2 | 10 | 4 | 3

Next part
SMILES	LYPLA2 inh	LYPLA1 counter	PAFAH1B2 FP inh	PAD4 FP inh	PREPL inh	PAFAH2 FP inh	GSTO1 counter	PAFAH1B3 inh	pPAFAH FP inh
NC(=O)c1ccsc1NC(=O)COC(=O)c1cc(Cl)ccc1O	-6	-6	4	-6	-2	-6	-1	0	-1
N#CCSc1nc2ccccc2c(=O)n1C1CCCCC1	2	1	1	2	6	6	-5	1	-2
O=[N+]([O-])c1ccc(/C=N\NS(=O)(=O)c2ccc(F)cc2)o1	7	0	2	-4	7	-1	0	-10	1
Cc1ccc(Cn2c(C(C)Nc3nc(-c4ccc(C)cc4)cs3)nc3cc(Cl)c(Cl)cc32)cc1 (centres undefined)	-9	-2	0	5	-4	0	3	10	3
C/C=C/C(=O)OCC(=O)Nc1ccccc1Br	0	1	-4	0	3	33*	4	20	3
COc1ccc(C2CC(c3cccs3)=NN2c2ccc(F)cc2)cc1OC (centres undefined)	9	4	8	1	4	-2	-1	1	12
CC1(O)C(=O)C=C2C=C(C3CC3)OC=C2C1=O (centres undefined)	0	4	x	0	16	x	18	x	9
CCc1nnc(NC(=O)CN2CCN(CC)CC2)s1	-7	-1	1	6	-2	5	3	9	0
COc1ccc(-c2cn3cc([N+](=O)[O-])ccc3n2)cc1OC	-2	-2	6	2	12	1	-7	20	-1
CCOc1ccc2[nH]c(=O)c(CN(CCc3ccccc3)C(=O)c3cnccn3)cc2c1	8	6	9	1	4	9	3	6	-2
CCOC(=O)C1CCCN(C(=O)c2cccc(S(=O)(=O)N(C)c3ccc(C)cc3)c2)C1 (centres undefined)	-2	0	3	-10	9	4	x	7	3
Cc1ccc(C)c(N(C(=O)c2csnn2)C(C(=O)NC2CCCC2)c2ccncc2)c1 (centres undefined)	4	2	3	6	5	-2	3	-6	8
Cc1ccc(S(=O)(=O)CCC(=O)N(C)c2c(N)n(Cc3ccccc3)c(=O)[nH]c2=O)cc1	-6	-1	0	-8	8	3	2	-1	-7
CC(=O)Nc1ccccc1-c1nc2cc(C#N)c(C#N)cc2[nH]c1=O	-1	-3	-28	-3	7	3	-6	9	3
CCOC(=O)C1CCN(C(=O)c2ccc(N3CCCC3=O)cc2)CC1	5	0	11	-1	2	13	x	0	3
COC(=O)c1ccccc1NC(=O)c1cc(-c2cccs2)on1	-1	-2	-5	-2	9	-13	-1	-8	-5
Cc1onc(-c2ccccc2)c1C(=O)Nc1ccncc1	8	4	1	-7	9	-3	-7	2	-2
CCN(CC)c1ccc(C=NCCNS(=O)(=O)c2ccc(C)cc2)cc1	6	5	2	-1	12	-9	7	4	0
N#CC(C#N)=C(Nc1ccc(F)cc1)SCc1cccc(F)c1	7	-1	-2	1	11	3	22	-1	1
Cc1cc(CNC(=O)CC2C(=O)NCCN2CC(C)(C)C)nn1C (centres undefined)	7	-3	4	3	1	6	4	0	6
COc1cc([N+](=O)[O-])cc(/C=N\NC(=O)C2COc3ccccc3O2)c1O (centres undefined)	3	1	2	-3	13	-3	11	8	14
O=C(c1ccc(Cl)cc1)C1CCCN(C(=O)c2csnn2)C1 (centres undefined)	10	3	0	-3	9	3	2	12	-4
O=C(CCNC(=O)c1ccc(Br)cc1)OCc1ccccc1Cl	3	-2	5	1	-22	-3	7	7	2
O=C(NC(=S)Nc1ccc(N2CCOCC2)cc1)c1ccc2c(c1)OCCO2	11	7	3	-1	10	10	-2	4	7
CC1CCCC(NC(=O)C2CCN(S(=O)(=O)N3CCCCCC3)CC2)C1C (centres undefined)	9	-2	4	3	6	-6	2	8	-1
CCN1C(=O)C(O)(CC(=O)C(C)(C)C)c2cc(Br)ccc21 (centres undefined)	-4	1	5	-1	9	8	4	3	-1
COc1ccc(NC(=O)CN(C)CC(=O)Nc2ccc(N3CCOCC3)cc2)c([N+](=O)[O-])c1	5	2	3	-2	5	0	10	12	12
COc1cc(C(=O)Nc2cccc3cccnc23)cc(OC)c1OC	7	0	7	0	-3	5	-6	6	2
CCN(CC)CCN(C(=O)CN1C(=O)c2ccccc2C1=O)c1nc2cc3c(cc2s1)OCO3	14	-1	-1	2	10	-1	-2	6	-1
O=C(NCC(=O)N1CCCCCC1)c1ccc(Br)cc1	2	5	4	0	2	3	1	0	7
CNC(=O)/C(=C/c1ccc2c(c1)OCO2)NC(=O)c1ccc(Br)cc1	2	-1	1	-4	-6	2	5	-2	5
COc1ccc(/C=C2\SC(=S)N(CCC(=O)N3CCCCC3)C2=O)cc1	2	-2	-1	-2	6	7	10	1	3
CCc1ccc(N(C(=O)c2snc(C(N)=O)c2N)C(C(=O)NC2CCCC2)c2ccncc2)cc1 (centres undefined)	2	-1	5	-1	4	-1	1	5	-2
CCCn1c(N)c(C(=O)CN2CCN(S(=O)(=O)c3cccc(Cl)c3)CC2)c(=O)[nH]c1=O	x	x	1	3	16	9	x	5	4
CCc1ccc(NC(=O)c2ccc(F)c(S(=O)(=O)N(CC)c3ccccc3)c2)cc1	-54	-27	3	-5	9	-6	-1	2	-2
Nc1nnn(CC(=O)N/N=C/c2ccco2)n1	4	-2	-1	0	2	1	0	5	-2
O=C(NC1CCCc2ccccc21)C1CCN(S(=O)(=O)c2cnc[nH]2)CC1 (centres undefined)	2	-1	3	0	25	-1	9	10	7
CCCC12CN3CC(C)(CN(C1)C31C(=O)Nc3ccc(C)cc31)C2=O (centres undefined)	2	-1	9	-2	-1	2	6	4	-4
O=C(COc1ccc2ccccc2c1Br)NCc1ccccn1	0	-6	8	2	22	7	2	0	6
CC(=O)c1ccc(N2CCN(C(=O)Cn3cnc(S(=O)(=O)N4CCCCC4)c3)CC2)cc1	8	5	0	-2	6	4	2	0	3
Cc1ccccc1CSc1nnc(-c2ccccc2)c(=O)[nH]1	0	-2	-3	-1	-2	2	-22	3	2
Cc1ccccc1NS(=O)(=O)c1ccc(OCCNS(C)(=O)=O)cc1	0	2	-6	-1	-2	0	-1	1	32*

A portion of the library; the hit share may differ from the screen's.
